# ALDH1A1 block = qHTS Assay for Inhibitors of Aldehyde Dehydrogenase 1 (ALDH1A1); Purified ALDH1A1, NADH fluorescence, propionaldehyde substrate; actives 7.3% (n = 220,000); Potency, µM (series often up to 75.3 µM), without a hit: top-dose activity, negative = inhibition, actives largely listed as inhibitors; Aldehyde dehydrogenase 1A1 (Homo sapiens), P00352; active = well fitted inhibition curve with a large enough effect, not every such curve was filed as active; inconclusive = small, poorly fitted or top-dose-only effect, or another doubt; inactive = no such curve, though single readings can be large or run the other way;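 also: plate controls were no enzyme wells and a reference inhibitor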
# Target sequence (P00352 whole entry, looked up): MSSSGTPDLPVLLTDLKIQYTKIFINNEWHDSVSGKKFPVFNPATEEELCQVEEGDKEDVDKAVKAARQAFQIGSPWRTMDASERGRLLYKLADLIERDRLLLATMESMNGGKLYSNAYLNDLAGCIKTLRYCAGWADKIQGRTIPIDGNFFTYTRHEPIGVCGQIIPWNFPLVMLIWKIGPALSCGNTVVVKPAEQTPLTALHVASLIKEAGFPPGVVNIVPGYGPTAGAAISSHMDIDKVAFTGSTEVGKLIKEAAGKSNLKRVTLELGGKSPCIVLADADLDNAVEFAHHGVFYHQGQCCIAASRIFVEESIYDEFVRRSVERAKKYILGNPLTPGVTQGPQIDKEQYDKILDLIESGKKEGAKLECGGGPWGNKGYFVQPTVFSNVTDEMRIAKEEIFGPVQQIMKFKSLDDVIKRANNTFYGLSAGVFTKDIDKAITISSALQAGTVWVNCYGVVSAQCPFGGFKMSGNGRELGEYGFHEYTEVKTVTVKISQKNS
# RGS12 GoLoco inh = qHTS Assay for Inhibitors of RGS12 GoLoco Motif Activity (Red Fluorophore); Gai1:RGS12 GoLoco peptide FP, rhodamine, 10 min; Guanine nucleotide-binding protein G(i) subunit alpha-1 (Homo sapiens), P63096; Potency, µM (highest dose often 61.6 µM), inactives show top-dose activity, negative = inhibition, actives largely listed as inhibitors; actives 0.44% (n = 230,000); AID 880, 2007; active = well fitted inhibition curve with a large enough effect, not every such curve was filed as active; inactive = no such curve, though single readings can be large or run the other way; also: % is scaled to controls: 0 for no effect and ±100 for the full control effect; nearly all actives have a fitted effect of over 30% in size; many of its hits are not listed in these tables
# TRb SRC2 PPI = qHTS for Inhibitors of the Interaction of Thyroid Hormone Receptor and Steroid Receptor Coregulator 2; Thyroid hormone receptor beta (Homo sapiens), P10828; actives 0.065% (n = 280,000); Potency, µM (titrated, usually from 106 µM), for the others: top-dose activity change, negative = inhibition, actives largely listed as inhibitors; TRbeta-SRC2 peptide binding, fluorescence polarization; receptor liganded with 1 µM T3;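 also: plate controls were bound peptide for no effect and peptide without receptor for full effect; nearly all actives have a fitted effect of over 50% in size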
# Target sequence (P10828 whole entry, looked up): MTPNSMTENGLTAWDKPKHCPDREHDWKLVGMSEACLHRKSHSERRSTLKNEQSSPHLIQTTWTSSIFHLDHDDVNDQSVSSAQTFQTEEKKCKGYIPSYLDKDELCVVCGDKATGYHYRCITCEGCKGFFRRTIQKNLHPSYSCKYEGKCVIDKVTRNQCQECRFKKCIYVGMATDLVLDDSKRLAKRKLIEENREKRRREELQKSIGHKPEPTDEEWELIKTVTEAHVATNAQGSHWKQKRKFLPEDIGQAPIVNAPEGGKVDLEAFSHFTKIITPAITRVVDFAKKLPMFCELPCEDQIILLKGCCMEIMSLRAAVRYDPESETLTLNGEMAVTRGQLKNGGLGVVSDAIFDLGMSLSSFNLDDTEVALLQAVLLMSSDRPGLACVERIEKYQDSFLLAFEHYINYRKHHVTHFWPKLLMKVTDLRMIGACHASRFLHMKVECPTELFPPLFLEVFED
#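 Fluorescence polarization of 20 nM Texas Red SRC2 peptide with 0.6 uM human TRb ligand-binding domain, in Tris buffer with 1uM T3 and 5% DMSO. Incubated 5 hr ambient; normalized to unbound and bound controls.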
# KDM4E inh = qHTS Assay for Inhibitors of Human Jumonji Domain Containing 2E (JMJD2E); Lysine-specific demethylase 4E (Homo sapiens), B2RXH2; JMJD2E catalytic domain, FDH-coupled NADH fluorescence (FDH is formaldehyde dehydrogenase); Potency, µM (highest dose often 57.1 µM), for inactives: at the top dose activity change, negative = inhibition, actives largely listed as inhibitors; actives 1.6% (n = 230,000); AID 2147, 2009; active = well fitted inhibition curve with a large enough effect, not every such curve was filed as active; inconclusive = small, poorly fitted or top-dose-only effect, or another doubt; inactive = no such curve, though single readings can be large or run the other way;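 also: 0% = wells with enzyme and -100% = buffer wells without enzyme; nearly all actives have a fitted effect of over 50% in size; many of its hits are not listed in these tables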
# RECQ1 inh = qHTS Assay for Inhibitors of RecQ-Like Dna Helicase 1 (RECQ1). ATP-dependent DNA helicase Q1 (Homo sapiens), P46063. Potency, µM (series often up to 57.3 µM), inactives show top-dose activity, negative = inhibition, actives largely listed as inhibitors. actives 0.54% (n = 240,000). RECQ1 DNA unwinding, red fluorescence kinetic read;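 also: plate controls were vehicle for no effect and no enzyme for full effect; nearly all actives have a fitted effect of over 30% in size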
#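 50 nM RECQ1T1 preincubated 15 min with compound in Tris pH 8.0 buffer with MgCl2, DTT, Tween-20 and 2.5 ug/ml poly(dI-dC); started with 200 nM TAMRA/BHQ-2 forked duplex and 2 mM ATP. Unwinding read as fluorescence (525/598 nm), two reads 2 h apart.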
# LMNA splice mod = qHTS Assay for Modulators of Lamin A Splicing | HeLa LMNA splicing GFP/RFP minigene ratio, 48 h | Potency, µM (doses to about 46.1 µM), inactives show top-dose ratio change, negative = inhibition, hits mostly inhibitors | actives 0.01% (n = 200,000) | AID 1487, 2009; active = well fitted inhibition curve with a large enough effect in the signal ratio, with a control signal flat, not every such curve was filed as active; inconclusive = small, poorly fitted or top-dose-only effect, or effect the other way, or a change in a side signal; the % refers to the signal ratio; also: % is scaled to controls: 0 for no effect and ±100 for the full control effect
#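 S3 HeLa cells stably expressing lamin A-EGFP splicing minigene plus DsRed2, 600 cells/well, 48 h compound exposure at 37C. Laser-scanning cytometry; analysed as GFP (500-530 nm)/RFP (575-640 nm) total intensity ratio; 0.5% DMSO vehicle.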
# SMN2 splice enh = qHTS Assay for Enhancers of SMN2 Splice Variant Expression; HEK293 SMN2-luciferase splicing reporter, luminescence, 30-36 h; Potency, µM (highest dose often 46.1 µM), without a hit: top-dose activity change, positive = activation, usual class: activators; actives 2.8% (n = 210,000); also: % of control where 0% means no effect; nearly all actives have a fitted effect of over 55% in size
#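 HEK293 cells carry an SMN2 minigene-luciferase reporter in which exon 7 inclusion puts luciferase in frame. Cells were seeded at 2000 cells/well, attached for 10-12 hours, then exposed to compounds for 30-36 hours at 37C before ONE-Glo luminescence.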
# TexasRed fluor = Total Fluorescence Counterscreen for Inhibitors of the Interaction of Thyroid Hormone Receptor and Steroid Receptor Coregulator 2; TRb/SRC2 Texas Red total fluorescence interference; actives 0.29% (n = 280,000); Potency, µM (top dose mostly 106 µM), without a hit: at the highest dose fluorescence change, negative = quenching; active = well fitted curve in either direction with a large enough effect; inconclusive = small, poorly fitted or top-dose-only effect; also: % is scaled to controls: 0 for no effect and ±100 for the full control effect
#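 Flags fluorescent or light-absorbing compounds by total fluorescence, S + 2P, at 555 nm excitation and 632 nm emission. Mixture: 20 nM Texas Red SRC2 peptide, 0.6 uM human TRb LBD, 1 uM T3, 5% DMSO; compound exposure 5 h at ambient temperature.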
# Numbers without * were called inactive; i = inactive; u = inconclusive; x = not tested or not shown; [ ] = remark or other dose. Unless noted, calls follow the shape of the dose curve; as a rule, active = well fitted curve in the direction sought with a large enough effect; inconclusive = small, poorly fitted or top-dose-only effect, or another doubt; inactive = no such curve, though single readings can be large; an effect the other way counts as inactive or inconclusive. Potency is read from the fitted curve at half-maximal effect. Only part of the results is shown; the hit share may differ from the screen's.
# Value order: ALDH1A1 block, RGS12 GoLoco inh, TRb SRC2 PPI, KDM4E inh, RECQ1 inh, LMNA splice mod, SMN2 splice enh, TexasRed fluor
CCOC(=O)c1cc(NC(=O)c2ccc(OC)cc2)c(=O)oc1-c1ccccc1
    u, 9%, -18%, 7%, u, 15%, -21%, 1%
NNC(=O)c1oc2nc(-c3ccco3)cc(-c3ccco3)c2c1N
    x, 32%[activator], 1%, -17%, u, x, x, -14%
NC(=O)CNC(=O)[C@@H]1CC2(CC(c3ccccc3)=NO2)CN1C(=O)c1ccc(Br)cc1 (stereo partly drawn)
    5%, -13%, 7%, 7%, 10%, 10%, 2%, 0%
Cc1ccc(NC(=O)c2oc3c(c2C)C(=O)CC(C)(C)C3)cc1
    u, 7%, 8%, 7%, -7%, -5%, x, 0%
Cc1nnc(SCc2ccc([N+](=O)[O-])cc2)[nH]c1=O
    14%, 7%, -4%, -4%, i, u, 2%, 2%
Cc1ccc(N=Cc2c(O)ccc3ccccc23)cc1F
    u, -21%, -11%, -5%, -3%, u, 19%, 2%
N#CC1=C2N=C(N)c3ccccc3N2C2=C(C(=O)CCC2)C1c1cccc(Cl)c1 (stereo not drawn)
    0%, 0%, 5%, 5%, -8%, 6%, -10%, 0%
Cc1cc(-c2ccc(N3CCOCC3)cc2)nc2ccccc12
    u, x, 5%, u, -8%, u, x, -9%
CCCCSc1nn[nH]n1
    0%, 3%, -4%, -7%, i, 5%, 14%, 0%
O=C(COC(=O)/C=C/c1cn(-c2ccccc2)nc1-c1ccc2c(c1)OCCO2)NC1CCS(=O)(=O)C1 (stereo not drawn)
    x, 0%, 1%, u, i, x, x, -2%
COc1ccc(S(=O)(=O)NCc2ccccn2)cc1Cl
    2%, 4%, -20%, 2%, -8%, 8%, 6%, 1%
Cc1cc(C2=NNC(=NCCc3ccccc3)SC2)c(C)n1CC1CCCO1 (stereo not drawn)
    u, 39%[activator], 5%, u, -7%, -5%[46 µM], -37%[inhibitor], 0%
O=C(/C=C/c1ccccc1)NCCc1ccc2c(c1)OCCO2
    4%, 7%, 9%, -1%, i, u, 4%, 1%
COc1cccc(C(=O)Nc2ccc(N(C)C)cc2)c1OC
    u, -18%, 1%, -11%, -3%, -4%, 11µM*, 0%
CCOC(=O)c1ccc(NC(=O)CN2C(=O)CSCC2=O)cc1
    u, -2%, 8%, 6%, -11%, -5%, -5%, 3%
CC1(OC(=O)c2ccc(Cl)nc2)C(=O)Cc2cc(-c3ccsc3)ncc2C1=O (stereo not drawn)
    u, 17%[14.2 µM], 4%[11.2 µM], 6%[11.4 µM], 14%[11.5 µM], u, 8%[9.22 µM], 0%[11.2 µM]
S=c1[nH]cc(-c2ccc(Cl)cc2)n1-c1ccccc1
    u, -2%, -5%, -6%, 2%, 17%, -19%, 0%
Cc1ccsc1C1NC(=O)c2ccccc2N1 (stereo not drawn)
    u, 12%, -3%, 28µM*, 18%, u, u, -5%
Cc1ccc(CNc2ccc3c(c2)ncn3C(C)(C)C)cc1
    u, 4%, -5%, u, -17%, -16%[46 µM], 10µM*, 0%
CC(=O)NC12CC3CC(C1)CC(C(=O)OCC(=O)NC(=O)c1cccn1C)(C3)C2
    8%, 3%, -12%, 2%, i, 8%, u, -2%
CNC(=S)N1CCc2ccccc2C1
    3%, -8%, 1%, 3%, -2%, -2%, -10%, -3%
Cc1ccc(-c2noc(CN3CCC(C(N)=O)CC3)n2)cc1
    u, 19%, 1%, -5%, -3%, 8%, 19%, 0%
C=CCn1c(SCc2c(C)noc2C)nc2sc3c(c2c1=O)CCC(C)C3 (stereo not drawn)
    u, 3%, -2%, 2%, -3%, u, -23%, -9%
COCc1[nH]nc2c1C1(C(=O)N(C)c3ccccc31)C(C#N)=C(N)O2 (stereo not drawn)
    7%, 8%, 1%, 8%, 5%, -2%, -8%, -2%
c1coc(C2OCC3(CO2)COC(c2ccco2)OC3)c1 (stereo not drawn)
    x, -6%, -1%, 14%, i, x, x, -3%
O=C(c1ccc2nc(N3CCOCC3)sc2c1)N1CCCC1
    5%, 6%, -4%, 6%, 5%, 2%, -15%, 1%
COc1ccc(/C=N/n2c(SC)nnc2-c2ccccc2)cc1C
    1%, 13%, -12%, -6%, 4%, u, -13%, -3%
Cc1ccc(C(=O)CSc2n[nH]c(-c3ccco3)n2)cc1C
    u, -7%, -4%, -3%, 0%, 1%, 5%, -4%
Cc1ccc(C)c(CSc2ccc3nnc(-c4ccccn4)n3n2)c1
    13%, 7%, -2%, 8%, -4%, u, 4%, -2%
N#CC(C(N)=O)=C1CCCCC1
    x, -3%, -1%, 2%, -6%, x, x, -2%

# Single records, as listed above:
# Results for CC(=O)NC12CC3CC(C1)CC(C(=O)OCC(=O)NC(=O)c1cccn1C)(C3)C2 : ALDH1A1 block = 8%; RGS12 GoLoco inh = 3%; TRb SRC2 PPI = -12%; KDM4E inh = 2%; RECQ1 inh = i; LMNA splice mod = 8%; SMN2 splice enh = u; TexasRed fluor = -2%
# Results for N#CC(C(N)=O)=C1CCCCC1 : ALDH1A1 block = x; RGS12 GoLoco inh = -3%; TRb SRC2 PPI = -1%; KDM4E inh = 2%; RECQ1 inh = -6%; LMNA splice mod = x; SMN2 splice enh = x; TexasRed fluor = -2%

# Next compounds.
# Value order: ALDH1A1 block, RGS12 GoLoco inh, TRb SRC2 PPI, KDM4E inh, RECQ1 inh, LMNA splice mod, SMN2 splice enh, TexasRed fluor
CC(C)(C)c1cc(C(=O)C[n+]2ccc(C(=O)NCCCO)cc2)cc(C(C)(C)C)c1O
    x, 2%, 3%, -14%, -5%, x, x, -3%
CCN(CC)S(=O)(=O)c1ccc(N(C)C)c(NC(=O)CC(NC(C)=O)c2ccccc2)c1 (stereo not drawn)
    -7%, 3%, 5%, 6%, -9%, -10%[46 µM], 12%, -2%
COC(=O)c1ccc(SC)cn1
    0%, -1%, -6%, 3%, -5%, -8%, 16%, -5%
O=C(CN1C(=O)C2(OCCCO2)c2ccccc21)NCCc1ccccc1
    -14%, 2%, 2%, -5%, i, 6%, -20%, 0%
CN(C)c1cc(-c2ccc([N+](=O)[O-])cc2)oc(=O)c1Cl
    x, -3%, -6%, -6%, 1%, x, x, 1%
COc1ccc(C2C(C#N)=C(N)Oc3cc(N)ccc32)cc1OC (stereo not drawn)
    -3%, 35%[activator], 23%, 13µM*, -10%, -13%, u, -1%
O=C(COC(=O)C1CCCC1)NCc1ccc(Cl)cc1
    -10%, 5%, 9%, -2%, -3%, x, -1%, 1%
CC1(C(=O)Nc2nnc(SCc3ccccc3)s2)Cc2ccccc2C(=O)O1 (stereo not drawn)
    u, 1%, 6%, -10%, 10%, 3%, -24%, 2%
CCOC(=O)C1C(=O)CC(C)(O)C(C(=O)OCC)C1c1ccc([N+](=O)[O-])cc1 (stereo not drawn)
    x, 1%, -3%, 3%, -4%, x, x, -4%
COc1cccc(C(=O)NCC(=O)OCC(=O)Nc2cc(OC)c([N+](=O)[O-])cc2C)c1
    -1%, x, -6%, 2%, -1%, -5%, x, -6%
CCOC(=O)c1ccc2c(c1)C(=O)N(C1CCCCC1)C2=O
    22µM*, -1%, 3%, 0%, -7%, 2%, -17%, -2%
CC1CCCCC1NC(=S)Nc1cccc(S(=O)(=O)N(C)C)c1 (stereo not drawn)
    -4%, 3%, -4%, -11%, -5%, u, 16%, -3%
Cc1ncc(CO)c(CN)c1O
    3%[13.5 µM], 6%[14.2 µM], -2%, x, x, u, -4%[9.22 µM], -1%
O=C(Nc1ccc(Cl)cc1)C1CCN(C(=O)NC2CCCCC2)CC1
    10%, -1%, -2%, -9%, -8%, -2%, 20%, 1%
O=C(N/N=C/c1coc2ccccc2c1=O)c1cn(-c2ccccc2)nc1-c1ccc(F)cc1
    u, 7%, -2%, -8%, -15%, -9%, 6%, -5%
COc1ccc2c(c1)[n+](=O)c(C(C)=O)c(C)n2[O-]
    u, 4%, 3%, u, 0%, 9%, -2%, 2%
O=C1CN2Cc3c(ccc(Cl)c3Cl)N=C2N1
    6%, 14%, -5%, x, i, x, x, -1%
O=C1NN=COc2ccccc21
    -2%, 1%, 2%, u, i, u, -10%, -5%
Cn1cc(C(=O)N/N=C/c2cccs2)c2ccccc21
    u, -3%, -22%, -5%, -15%, u, 22µM*, 0%
O=C(COC(=O)c1cncc(Br)c1)NCc1ccccc1Cl
    0%, 8%, -6%, 0%, -1%, -3%[46 µM], 2%, -4%
O=C(c1ccco1)N1CCN(S(=O)(=O)c2ccc(S(=O)(=O)NC3CCCCC3)cc2)CC1
    -13%, x, 4%, -4%, -3%, -6%, x, -2%
O=C(Nc1nn[nH]n1)c1cccc([N+](=O)[O-])c1
    -10%, 3%, 1%, 2%, -7%, 10%[46 µM], 9%, 0%
COc1ccc(CC(NC(C)=O)C(=O)NC2CCN(C(=O)c3cc(OC)c(OC)c(OC)c3)CC2)cc1 (stereo not drawn)
    x, 2%, 0%, -1%, -10%, x, x, -2%
O=C(CCn1cccc(C(F)(F)F)c1=O)Nc1cccc(C(F)(F)F)c1
    x, -2%, -1%, -4%, -8%, x, x, -1%

# Assay outcomes: PubChem BioAssay, National Center for Advancing Translational Sciences (NCATS)
